Assay outcomes: PubChem BioAssay, several laboratories
HIF-2a inh = blocks HIF-2a reporter activity | 360,000 compounds, 0.72% hits | AID 624352 | 786-0 RCC cells HIF-2a reporter, luciferase luminescence, overnight | inhibition, % at 18.8 µM;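 active = inhibition of the luminescence signal of 40% or more relative to plate controls, in a single-dose primary screen at 18.75 µM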
NR2E3 ag-1 = NR2E3 (human) agonism; inhibition of corepressor binding, % at 4.78 µM; Q9Y5X4; 320,000 compounds, 0.12% hits; GST-NR2E3/biotin-RetCOR TR-FRET, 1536-well; AID 2300;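 active = percent inhibition above the cutoff of mean plus 3 SD of all tested compounds, set per screening campaign, cut at about 20% in these data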;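 note: 0% = DMSO wells and 100% = biotin wells as full block of FRET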
Target sequence (Q9Y5X4 whole entry, looked up): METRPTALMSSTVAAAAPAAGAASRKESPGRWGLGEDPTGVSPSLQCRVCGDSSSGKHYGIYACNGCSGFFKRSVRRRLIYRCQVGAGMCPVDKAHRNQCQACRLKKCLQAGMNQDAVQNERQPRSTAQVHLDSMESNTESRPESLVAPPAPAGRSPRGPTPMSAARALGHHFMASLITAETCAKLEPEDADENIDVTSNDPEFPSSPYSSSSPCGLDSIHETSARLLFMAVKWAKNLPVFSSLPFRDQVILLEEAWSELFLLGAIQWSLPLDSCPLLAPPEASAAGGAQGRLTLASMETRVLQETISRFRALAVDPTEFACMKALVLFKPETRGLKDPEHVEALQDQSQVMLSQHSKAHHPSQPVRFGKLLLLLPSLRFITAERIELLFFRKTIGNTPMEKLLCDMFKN
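System: GST-NR2E3 and biotin-RetCOR proteins; probe or stimulus: 7 nM biotin-RetCOR; doses: compound at 4.8 µM, single dose; schedule: Compound–protein incubation for 5 h at 4 °C; detection: time-resolved FRET; read-out: percent inhibition; controls: biotin wells as high control, 0.6% DMSO wells as low control; format: 1536-well plates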
TRPM1 prom inh = MITF TRPM1 promoter inhibition in SK-MEL-5 cells | SK-MEL-5 TRPM1 promoter luciferase, 24 h | inhibition, % at 12.5 µM | 330,000 compounds, 0.83% hits | AID 488899;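 active = mean inhibition across replicates of 60% or more, whatever share of single replicates reaches that level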; note: values of inactives mirror those of a sister screen read the other way
Peg3 promoter = reduces Peg3 promoter-driven luciferase expression in HeLa; HeLa PEG-Prom luciferase reporter, luminescence, overnight; inhibition, % at 20 µM; 360,000 compounds, 1.7% hits;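 active = inhibition of at least 50% at 20 µM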
NR2E3 ag-2 = activates human NR2E3 receptor. CHO-S Gal4-NCOR/VP16-NR2E3 two-hybrid, luciferase. Q9Y5X4. inhibition of corepressor binding, % at 3.98 µM. AID 602229. 360,000 compounds, 0.35% hits;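 active = inhibition above the mean of all tested compounds plus 3 SD, cut at about 70% in these data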;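 note: 0% = DMSO with NR2E3 transfected cells and 100% = cells lacking NR2E3 construct; higher means lower luciferase signal from less NR2E3 corepressor binding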
KKLEB cytotox = reduces viability of KKLEB cystic fibrosis airway cells; KKLEB CF airway cells viability, ATPlite luminescence, overnight; active compounds read low; cells stimulated with P. aeruginosa culture filtrate; activity change (cytotoxicity), % at 5 µM; 360,000 compounds, 0.36% hits; AID 602141;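 active = corrected activity change at or below -50% at 5 µM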
TWEAK-Fn14 inh = blocks TWEAK-Fn14 interaction in a reporter cell assay | TWEAK-stimulated Fn14 reporter cells, luciferase luminescence, 8 h | inhibition, % at 10 µM | 360,000 compounds, 2% hits; in the data active = inhibition above about 50%
iPSC survival up = increases survival of single human iPS cells | hiPSC single-cell survival, ATPlite luminescence; 100% = ROCK inhibitor wells, 0% = DMSO | survival enhancement, % at 20 µM | 360,000 compounds, 0.044% hits | AID 602274; in the data active = survival enhancement above about 18%;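 note: cells exposed to compounds for 16 hours before the ATP read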
Shn3 3UTR inh = reduces Shn3 3'UTR luciferase signal in osteoblasts; Clone20 osteoblast Shn3 3'UTR firefly luciferase, 24 h; inhibition, % at 12.5 µM; 360,000 compounds, 0.52% hits;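 active = mean inhibition of at least 75% with every replicate also reaching 75%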;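 note: 0% = median of neutral control wells and 100% = pilot-screen positive control compound; some compounds past the cut are filed as inactive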
aDG glyco act = increases alpha dystroglycan glycosylation | Pro5-aDG cells, alpha-DG glycosylation AlphaScreen (IIH6); 0% Pro5, 100% B10-LARGE cell signal | activation, % at 10 µM | 360,000 compounds, 0.22% hits | AID 624168;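 active = activation of at least 8% versus controls, or a plate z-score of at least 8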;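 note: Pro5 are CHO cells carrying HIG-tagged alpha-DG that lacks glycosylation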
CF NFkB inh = inhibitors of cystic fibrosis induced NF-kB; KKLEB NF-kB-GFP reporter, PAF-induced, GFP fluorescence overnight; inhibition, % at 5 µM; 360,000 compounds, 0.86% hits; AID 588850;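 active = at least 50% inhibition at 5 µM, scaled per plate between neutral and stimulator controls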;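 note: PAF is a Pseudomonas aeruginosa culture filtrate used as stimulus; plate controls were PAF-stimulated DMSO wells for no effect and unstimulated DMSO wells for full effect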
* marks the source's active call; other numbers are inactive results; . = not tested or not shown.

Structure	NR2E3 ag-1	Peg3 promoter	TRPM1 prom inh	CF NFkB inh	TWEAK-Fn14 inh	Shn3 3UTR inh	KKLEB cytotox	HIF-2a inh	aDG glyco act	iPSC survival up	NR2E3 ag-2
CSc1nnc(CNC(=O)C23CC4CC(CC(C4)C2)C3)n1Cc1ccccc1	-1	15	8	-12	19	9	3	20	0.0	0.7	15
CCCCOc1ccc(C(NC(=O)OCC)NC(=O)OCC)cc1	0	6	-7	1	8	1	-3	6	0.1	1.3	-37
COc1cc2nc(CN3CCC(Cc4ccccc4)CC3)[nH]c(=O)c2cc1OC	0	13	7	-1	9	4	-5	21	0.2	0.1	-1
CCn1cc(/C=C(\NC(=O)c2ccccc2F)C(=O)N2CCOCC2)c2ccccc21	1	-6	6	-2	0	10	9	12	0.3	-0.3	10
Cc1onc(-c2ccc(Cl)cc2)c1-c1ccnn1S(=O)(=O)c1cccc(C(F)(F)F)c1	6	24	-9	2	-9	5	-9	18	0.1	0.3	-16
O=C(c1ccccc1F)N1CCCC(C(=O)N2CCc3ccccc3C2)C1 (stereo not drawn)	4	7	11	14	13	16	-4	11	-0.2	-0.7	-14
COc1ccc(CNC(=O)COC(=O)c2nc3nc(C)cc(C)n3n2)cc1	2	3	0	6	14	-4	-2	7	-0.3	2.7	0
COc1cccc(Oc2cc(NN3CCCCC3)c([N+](=O)[O-])cc2[N+](=O)[O-])c1OC	-2	7	15	10	0	-9	-7	21	-0.5	5.9	-2
O=C(/C=C/c1ccccc1)NCCSCc1ccccc1Cl	4	-53	-2	-12	-21	-21	11	-77	-0.1	-0.2	-8
O=C(Cn1nnc(-c2ccc(OCc3ccccc3F)cc2)n1)N1CCOCC1	2	-189	-70	6	-12	-21	11	-148	0.2	-1.8	-83
COc1ccc(CC(=O)NNc2ncnc3c2cnn3-c2ccc(C)cc2)cc1OC	-1	-55	-14	-22	10	-14	15	-22	0.2	0.1	-26
Cc1ccc(S(=O)(=O)NNC(=O)CCC(=O)Nc2ccccc2)cc1	-1	12	-10	6	-18	14	-1	11	0.0	-0.5	-10
Cc1ccc(C=NCc2ccncc2)c(O)c1	-1	1	9	-6	31	-27	3	7	0.0	-1.7	1
CC(C)(C)Sc1ccc([N+](=O)[O-])cc1C(=O)Nc1ccncc1	-3	-26	-18	-9	18	-7	7	-54	-0.1	0.4	-8
O=C(/C=C/c1ccccc1)Nc1ccc2c(c1)OCCO2	-1	-179	-41	13	31	-67	-33	-172	0.4	-3.8	-235
CN(Cc1ccco1)C(=O)C1CCN(c2nnc(-n3cccc3)s2)CC1	5	-15	-5	30	-5	-15	0	-12	0.1	0.5	26
Cn1c(N)c(C(=O)COC(=O)CCOc2ccc(C(C)(C)C)cc2)c(=O)n(C)c1=O	1	-10	-1	-9	6	-3	-3	0	0.8	1.9	9
Cc1ccc(S(=O)(=O)N2C[C@H]3C(=O)C[C@@H](c4ccccc4F)N(S(=O)(=O)c4ccc(C)cc4)[C@H]3C[C@H]2c2ccccc2F)cc1	.	18	.	-13	2	14	2	4	0.1	-2.3	26
Cc1nc(C)c(-c2csc(Nc3ccc(N)cc3)n2)s1	-9	-164	-24	-3	16	-41	12	-176	-0.2	-0.1	-46
O=C1c2ccccc2C(=O)c2[nH]c(=O)[nH]c21	-4	82*	101*	96*	45	71	-42	7	1.4	-0.8	68
CN(C(=O)Cn1cccc1C1=NC(c2ccccc2)CO1)c1ccccc1 (stereo not drawn)	1	23	1	-4	0	3	10	20	-0.2	0.4	23
O=C(O)C1C2C=CC(C2)C1C(=O)Nc1cccc(C(F)(F)F)c1 (stereo not drawn)	1	0	10	10	12	-4	-2	10	-0.1	0.8	-3
Cc1ccc(NC(=O)c2ccc3c(c2)OCO3)cc1S(=O)(=O)N1CCOCC1	0	-2	-7	21	12	-12	9	-18	0.3	-0.3	1
Cc1c(NC(=O)c2cnn3c2NC(c2ccccc2)CC3C(F)(F)F)c(=O)n(-c2ccccc2)n1C (stereo not drawn)	0	4	9	14	4	2	1	5	-0.1	0.8	8
O=C(NC(=S)NCC1CCCO1)c1cccs1 (stereo not drawn)	3	-17	-5	-11	0	-13	8	-21	-0.2	-1.0	-18
CC(=O)N1CCN(c2ccc(NC(=O)c3ccc(C(C)(C)C)cc3)cc2)CC1	-1	-15	-28	-7	20	8	9	-93	0.1	-0.6	-61
CC1(OC(=O)C2CCCC2)C(=O)C=C2C=C(c3ccsc3)N(CCc3ccccn3)C=C2C1=O (stereo not drawn)	8	9	12	5	2	8	6	11	0.4	-0.6	-34
Cc1nnsc1NC(=O)OCc1ccc(C(F)(F)F)cc1	-1	0	-1	-6	-18	17	-9	-1	0.7	4.2	50
CC(C)Cc1nnc(NC(=O)CCC(=O)Nc2ccc(Cl)cc2)s1	-1	-1	-15	20	-8	-17	-5	3	-0.2	-0.2	11
CC(C)(CNCc1ccccc1)NS(=O)(=O)c1ccccc1	.	7	-3	5	-15	-1	2	1	0.1	-0.2	-17
O=C(NC1CC1)C1CC(=O)N(C2CCCCC2)C1 (stereo not drawn)	1	-5	-3	-4	8	0	2	9	-0.1	1.6	-3
C=CCn1c(=O)c2c(nc3n2CC(C)CN3CCc2ccccc2)n(C)c1=O (stereo not drawn)	0	10	10	16	3	9	1	5	0.0	-0.7	-9
CCc1ccc(NC(=O)CSc2n[nH]c(=O)n2C2CC2)cc1	.	-12	-6	-3	-1	-6	-5	-9	0.2	-0.1	7
Cc1ccc(S(=O)(=O)NC(C)C(c2cccs2)N2CCN(c3ccccc3)CC2)cc1 (stereo not drawn)	1	15	.	5	11	20	11	-1	0.0	1.6	-15
O=C(CCCCCN1C(=O)c2ccccc2C1=O)NCc1ccccn1	6	3	1	-2	14	-4	-10	9	0.0	-2.3	-2
Cc1nn(-c2ccccc2)nc1C(=O)Nc1ccc2c(c1)OCCO2	1	-4	19	-31	2	0	21	-28	-0.2	0.2	-44
Cc1cccc(NC(=O)CC2C(=O)NCCN2C(=S)Nc2ccccc2)c1 (stereo not drawn)	0	12	9	2	8	30	11	19	0.0	2.3	-5
CC1=Nc2cc(C(=O)NCCCOC(C)C)ccc2Sc2ccc(C)cc21	2	-18	38	20	1	8	-4	26	0.0	-0.3	22
Cc1csc(/C(=N\O)c2csc(C)n2)n1	-1	15	1	-5	-6	0	4	-7	0.2	-4.7	23
CC(C)Cc1nnc(NC(=O)CCC(=O)NC2CCCCC2)s1	5	8	-3	-11	-11	-16	1	11	-0.1	0.2	-5
O=c1ccc(-c2ccc(S(=O)(=O)Nc3cccc(Br)c3)o2)n[nH]1	1	3	-8	-7	1	11	5	17	-0.2	0.1	-18
Cc1ccc(C)c(C(=O)COc2ncnc3ccccc23)c1	0	-31	-40	-10	-3	-22	-12	-99	1.3	-0.5	-28
Cc1ccc([C@@H]2CC(=O)[C@@H]3CN(S(=O)(=O)c4ccc(C)cc4)[C@H](c4ccccc4F)C[C@@H]3N2S(=O)(=O)c2ccc(C)cc2)cc1	.	19	.	2	-10	22	-4	7	0.1	-1.5	-2
COc1ccc2c(C)nc(Nc3nc(C)c(C)c(=O)[nH]3)nc2c1	-2	46	1	14	53*	5	5	-82	0.1	0.1	-37
COc1ccccc1N1CCN(C(=O)C2C3C=CC4(CN(Cc5ccccc5Cl)C(=O)C24)O3)CC1 (stereo not drawn)	4	-18	11	1	4	21	-4	6	-0.2	-1.3	-5
[O-]/[N+](=C\C=C\c1ccccc1)c1ccccc1	-3	-335	-95	10	-5	-116	-7	-231	0.1	-0.8	-89
COc1ccc(N2CC(C(=O)Nc3c4c(nn3-c3ccccc3)CS(=O)(=O)C4)CC2=O)cc1 (stereo not drawn)	7	6	-16	0	-13	-3	1	10	-0.2	0.3	-28
CC(=O)c1ccc(NS(=O)(=O)c2cccc(C)c2)cc1	3	-141	-32	-4	-25	-33	6	-124	-0.1	8.3	-46
CC1CCN(c2ccc(-c3cccc(NC(=O)c4ccco4)c3)nn2)CC1	-1	-116	-35	16	53*	-49	-45	-80	0.4	-0.6	-64
COc1ccc(/C(O)=C2/C(=O)C(=O)N(CCCN3CCOCC3)C2c2ccc(OC)cc2)cc1 (stereo not drawn)	1	1	-2	-27	8	-10	14	2	0.0	1.0	-19
CN(c1ccccc1C(=O)Nc1cccc(C(F)(F)F)c1)S(C)(=O)=O	-3	14	-14	-3	-6	9	0	20	0.8	-1.7	-18
CN(CC(=O)OCC(=O)c1c(N)n(C)c(=O)n(C)c1=O)S(=O)(=O)c1ccc(Cl)cc1	-1	10	-8	-13	6	-8	11	16	-0.5	-1.5	10
CCC(c1nnnn1C1CCCC1)N1CCN(Cc2ccccc2)CC1 (stereo not drawn)	-2	12	-6	-2	-20	6	2	-1	0.1	-1.0	0
CCOc1ccccc1NC(=O)NC1(C(=O)N2CCN3CCCC3C2)CCCCC1 (stereo not drawn)	1	10	-3	-6	-8	-17	2	15	-0.1	-1.7	-14
Cc1ccc(S(=O)(=O)N2CCC(C(=O)NCc3ccccc3CN3CCCC3)CC2)cc1C	2	0	-24	10	0	6	-10	5	0.3	-2.7	10
CCCS(=O)(=O)NC(=O)C1(C)CCCN(C(=O)c2cc(-c3cccs3)oc2C)C1 (stereo not drawn)	.	5	.	-4	-19	0	0	4	-0.4	-0.4	-2
COc1ccc(Cn2nnc3ccccc32)cc1	-2	4	-14	11	-6	0	14	-17	0.7	1.1	0
O=C(O)c1cc(NS(=O)(=O)c2cccs2)cc(NS(=O)(=O)c2cccs2)c1	2	-10	-3	-16	7	-6	0	6	-0.1	-0.2	4
Cc1nc2sccn2c(=O)c1S(=O)(=O)NCc1ccccc1	1	2	.	-4	1	-9	1	8	0.1	-0.3	-27
Cc1nn(C)c(C)c1NC(=O)COc1ccc(F)cc1Br	.	12	4	8	26	19	-19	1	0.2	-2.0	-9

2 records drawn at random from those above:
Structure	NR2E3 ag-1	Peg3 promoter	TRPM1 prom inh	CF NFkB inh	TWEAK-Fn14 inh	Shn3 3UTR inh	KKLEB cytotox	HIF-2a inh	aDG glyco act	iPSC survival up	NR2E3 ag-2
Cc1ccc(S(=O)(=O)N2CCC(C(=O)NCc3ccccc3CN3CCCC3)CC2)cc1C	2	0	-24	10	0	6	-10	5	0.3	-2.7	10
COc1ccc(Cn2nnc3ccccc32)cc1	-2	4	-14	11	-6	0	14	-17	0.7	1.1	0

Hits appear at their usual frequency (roughly 4.4% active in at least one column).
